Compound activity (PubChem)
CHO parental Ca: counter-screen for OX1R antagonists: effect in parental CHO cells | parental CHO-K1, ATP-induced calcium, Fluo-8 fluorescence | inhibition, % at 5.6 µM | 330,000 tested, 0.63% active;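 active = inhibition above that plate's mean sample inhibition plus 3 SD, cut at about 26% in these data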;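 also: 0% = ATP-challenged DMSO wells and 100% = DMSO wells without ATP; some compounds past the cut are filed as inactive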
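Assay system: parental CHO cells; Read-out basis: percent inhibition of ATP-evoked calcium rise, normalized to controls; Benchmarks: ATP and no-ATP DMSO wells; Compound dosing: single nominal dose of 5.6 µM per compound; Signal: Fluo-8 calcium dye fluorescence; Also added: ATP as calcium-mobilizing challenge; Repeats: singlicate.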
CHO-K1 Ca antag: nonselective inhibitor or artifact in parental CHO-K1 cells. 360,000 tested, 0.6% active. ATP-induced calcium, Fluo-8 fluorescence. inhibition, % at 3 µM;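 active = inhibition above a per-plate cutoff, the plate's mean sample inhibition plus 3 SD, cut at about 24% in these data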;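 also: 0% = DMSO plus EC80 ATP and 100% = DMSO alone without ATP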
CHRM1 PAM: positive allosteric modulators of human M1 muscarinic receptor | AID 588819 | CHO-K1 hM1, Fluo-8 calcium fluorescence, ACh EC20; 0% = ACh EC20, 100% = maximal ACh | P11229 | 360,000 tested, 0.088% active | activation, % at 3 µM; in the data active = activation above about 19%, passing the limit was not always enough
M1 ag parental: counter-screen for M1 agonists: effect in parental CHO-K1 cells; Fluo-8 calcium fluorescence; scaled to maximal ATP response, vehicle zero; activation, % at 3 µM; 360,000 tested, 0.48% active; in the data active = activation above about 15%;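 also: untransfected CHO-K1 host cells lacking M1 receptor as counterscreen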
CHRM4 antagonist: antagonists of human muscarinic M4 receptor (CHRM4); CHO-hM4 cells, ACh EC80, Fluo-8 calcium fluorescence; inhibition, % at 3 µM; 360,000 tested, 0.73% active; P08173;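 active = inhibition above its plate's cutoff, the mean inhibition of sample wells plus 3 SD, cut at about 27% in these data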;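 also: 0% = acetylcholine EC80 with DMSO and 100% = DMSO without agonist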
Target sequence (P08173 whole entry, looked up): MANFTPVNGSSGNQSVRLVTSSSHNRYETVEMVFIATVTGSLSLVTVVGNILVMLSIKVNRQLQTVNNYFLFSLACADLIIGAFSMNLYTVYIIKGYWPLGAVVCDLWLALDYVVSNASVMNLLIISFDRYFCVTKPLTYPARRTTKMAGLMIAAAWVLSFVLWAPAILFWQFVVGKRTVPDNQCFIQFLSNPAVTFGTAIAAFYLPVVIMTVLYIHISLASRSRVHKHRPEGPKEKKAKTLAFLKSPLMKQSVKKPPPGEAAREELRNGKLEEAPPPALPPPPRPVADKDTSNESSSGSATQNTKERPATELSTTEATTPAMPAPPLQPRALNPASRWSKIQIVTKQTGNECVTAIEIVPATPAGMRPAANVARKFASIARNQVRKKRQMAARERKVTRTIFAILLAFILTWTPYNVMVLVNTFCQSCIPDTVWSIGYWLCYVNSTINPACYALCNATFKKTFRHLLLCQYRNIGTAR
M1 antag: blocks human M1 muscarinic receptor; P11229; CHO-K1 hM1, Fluo-8 calcium fluorescence, ACh EC80 antagonist; AID 588852; 360,000 tested, 1.3% active; inhibition, % at 3 µM;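 active = percent inhibition above its own plate's cutoff, namely the mean of that plate's compound wells plus 3 SD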;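 also: peak over basal fluorescence ratio during 140 s after agonist addition; 0% = ACh EC80 plus DMSO and 100% = DMSO alone without agonist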
OXTR potentiator: potentiates the human oxytocin receptor response; P30559; AID 2445; 320,000 tested, 0.061% active; CHO-OTR cells, Fluo-8 calcium fluorescence, potentiator mode; 0% = oxytocin EC15, 100% = EC100; activation, % at 3 µM;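 active = activation above that plate's cutoff, the mean activation of tested compounds plus 3 SD, cut at about 6.6% in these data, passing the limit was not always enough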;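 also: 100% uses oxytocin at 75 nM as the full agonist control; some results filed as inactive read as strong as hits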
Target sequence (P30559 whole entry, looked up): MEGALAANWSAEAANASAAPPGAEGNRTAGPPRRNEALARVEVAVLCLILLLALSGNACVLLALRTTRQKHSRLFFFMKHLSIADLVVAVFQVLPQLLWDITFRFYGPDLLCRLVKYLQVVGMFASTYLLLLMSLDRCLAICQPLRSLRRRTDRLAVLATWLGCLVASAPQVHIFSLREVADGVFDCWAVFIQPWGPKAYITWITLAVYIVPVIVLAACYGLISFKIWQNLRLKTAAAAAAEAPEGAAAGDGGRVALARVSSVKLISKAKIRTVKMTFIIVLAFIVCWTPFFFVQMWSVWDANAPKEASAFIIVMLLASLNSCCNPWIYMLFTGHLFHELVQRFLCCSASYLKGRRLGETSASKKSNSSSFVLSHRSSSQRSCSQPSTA
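Replication – single well per compound, singlicate · Assay system – CHO cell line stably expressing human OTR · Timing – 6 min pre-incubation, 100 s read · Measure – normalized max/min fluorescence ratio, % activation · Doses – 3.0 µM, one dose · Detection – Fluo-8 calcium dye fluorescence · Probe or stimulus – oxytocin near EC15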
CHRM1 agonist: human M1 muscarinic receptor agonism; 360,000 tested, 0.33% active; CHO-K1 hM1, Fluo-8 calcium fluorescence, agonist mode; 0% DMSO, 100% acetylcholine EC100; activation, % at 3 µM; P11229; AID 588814;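 active = activation above the run's mean compound activation plus 3 SD, cut at about 16% in these data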;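 also: peak over basal fluorescence ratio within a 140 s kinetic read after compound addition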
CHRM4 agonist: agonists of human muscarinic M4 receptor (CHRM4). P08173. CHO-K1 hM4/Gqi5, Fluo-8 calcium fluorescence; vehicle 0%, full acetylcholine response 100%. activation, % at 3 µM. 360,000 tested, 0.14% active;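 active = activation above the run mean over all test wells plus 3 SD, cut at about 32% in these data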;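 also: peak over basal fluorescence ratio per well then scaled between controls; 0% = DMSO wells and 100% = acetylcholine at EC100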
Starred values were filed as active, the others as inactive; nt = no result given.

SMILES	CHO parental Ca	CHO-K1 Ca antag	CHRM1 PAM	M1 ag parental	CHRM4 antagonist	M1 antag	OXTR potentiator	CHRM1 agonist	CHRM4 agonist
Cc1ccc(S(=O)(=O)N2CCCC2CNC(=O)c2ccc(F)c(F)c2)cc1 (stereo not given)	-25	7	14	-0.6	-14	-3	-16	6	1
Cc1ccc(C)c(OCCNc2ncccc2[N+](=O)[O-])c1	-9	-1	3	0.3	8	-3	0	-2	-1
COc1cc(NS(=O)(=O)c2ccc3[nH]c(=O)[nH]c3c2)cc(OC)c1	nt	-10	22	1.7	2	-24	nt	0	1
CC(C)n1cc2c(N)ncnc2n1	nt	-6	3	0.2	-5	1	nt	-2	1
CCCc1cc2c(cc1NS(=O)(=O)c1ccc(CCNC(C)=O)cc1)OCO2	-8	0	0	1.2	10	0	-4	-2	2
COc1ccc(CCNC(=O)COc2ccc(S(=O)(=O)NC(C)C)cc2)cc1OC	0	22	0	0.1	-3	7	-12	-5	1
Cn1c(=S)[nH]c2cccnc21	-4	6	-10	-0.1	-4	-1	-3	0	2
CCOC(=O)c1sc(NC(=O)CC)c(C#N)c1C	-3	-12	4	0.9	0	-24	-5	0	-1
CC(C)NC(=O)Nc1ccc2c(c1)C(=O)N([C@H](C)CO)C[C@H](C)[C@@H](CN(C)C(=O)Nc1ccc3c(c1)OCO3)O2	-3	-15	7	0.5	-1	-15	1	-4	0
NC(=O)COC(=O)CC(c1ccccc1)c1ccccc1	-4	-10	-1	1.0	-2	4	2	-2	2
Cc1ccc(NC(=O)c2ccc3c(c2)OCCO3)nc1	-24	0	2	1.4	-8	2	-6	-3	1
O=S(=O)(c1ccc2nc(SCc3ccc(Cl)cc3)[nH]c2c1)N1CCOCC1	-14	1	-5	3.6	1	10	-4	-2	6
O=C(COC(=O)c1ccco1)Nc1ccc([N+](=O)[O-])cc1Cl	8	5	11	-0.3	8	-9	-8	-2	0
CSc1nccn1CC(=O)Nc1ccc(F)cc1	41*	15	9	-0.5	2	-10	-4	-3	0
Cc1ccc(C(=O)NCCCN2CCOCC2)c(C)c1	5	2	8	0.2	-8	-14	4	-4	1
O=C(CSc1ncccn1)N1CCN(S(=O)(=O)c2ccccc2)CC1	-7	-13	5	1.6	6	-15	-1	-4	2
Cc1ccc(CCNc2ccccc2C)cn1	-17	-12	1	0.6	6	4	-9	-4	1
CCOC(=O)COc1c(OC)cc(Cl)cc1C1Nc2ccccc2C(=O)N1c1ccccc1 (stereo not given)	-5	-12	2	0.2	-11	1	-1	-4	-3
COc1ccc(Cl)cc1-n1c(=S)sc2c(=O)[nH]c(SCC(=O)NCC3CCCO3)nc21 (stereo not given)	-7	-13	6	0.5	3	-12	-8	-4	1
Cc1[nH]c2ccccc2c1C(=O)CN1C(=O)C(=O)N(Cc2ccco2)C1=O	4	-16	8	3.2	-9	1	-8	-1	11
COc1ccc(NC(=O)COC(=O)CCc2cc(OC)c(OC)c(OC)c2)c([N+](=O)[O-])c1	-31	-10	4	0.8	1	-8	-6	1	2
COc1cccc(NC(=S)N2CCN(S(C)(=O)=O)CC2)c1	nt	-4	8	0.9	-6	-12	nt	0	0
CCN1CCN(CCC(=O)Nc2cc(OC)cc(OC)c2)CC1	-5	-6	3	0.5	3	-5	-14	-4	1
Cc1ccc(C(=O)Nc2ccccc2-c2ccccc2)cc1[N+](=O)[O-]	-20	-1	2	-0.5	0	-4	-2	-10	0
CC(=O)NS(=O)(=O)c1ccc(NS(=O)(=O)c2ccc3ccccc3c2)cc1	2	-13	13	0.8	-8	-13	-4	-4	1
More records.
SMILES	CHO parental Ca	CHO-K1 Ca antag	CHRM1 PAM	M1 ag parental	CHRM4 antagonist	M1 antag	OXTR potentiator	CHRM1 agonist	CHRM4 agonist
CCCc1nc2ccccc2c(C(=O)OCC(=O)NCc2ccc3c(c2)OCO3)c1CC	-17	-9	8	0.2	-6	-4	-8	-10	1
COCCNC(=O)C12CC3CC(CC(Cl)(C3)C1)C2	-13	-5	17	-0.1	-7	-2	-9	2	0
C[n+]1cccc(NC(=O)c2ccccc2)c1	nt	-10	nt	0.7	-7	nt	nt	nt	2
CN(C)S(=O)(=O)c1ccc(C(=O)Nc2ccc3nc(N4CCOCC4)sc3c2)cc1	-6	-9	18	0.7	-5	-13	-10	-3	1
CCCOc1ccccc1/C=C1\SC(N)=NC1=O	nt	-21	5	0.8	-7	-10	nt	0	0
CCCCCNC(=O)[C@@H]1CSC2c3ccccc3C(=O)N21 (stereo not given in full)	-19	-7	6	-0.7	-1	6	-9	0	1
COc1ccc(N(CC(=O)NCc2ccc3c(c2)OCO3)S(=O)(=O)c2ccc(O)c(C(=O)O)c2)cc1	nt	-5	4	0.5	1	-5	nt	-3	2
Cc1nn(-c2cccc(C(F)(F)F)c2)c(=O)c2ccccc12	-3	-10	1	0.3	-12	2	-2	-2	1
O=C(O)c1ccc(-n2nnnc2SCc2ccccc2Br)cc1	-1	-21	3	0.7	-4	-2	-7	-4	2
OCCNCCCCOc1ccc(F)cc1	-9	3	1	-0.4	-4	-19	-1	-2	0
CCOC(=O)c1cnc2c(C(=O)OCC)cnn2c1N	-12	-5	5	0.8	7	-10	-4	-1	1
O=C(Cc1ccc(Cl)c(Cl)c1)N1CCOCC1	-12	1	9	0.9	8	-10	3	-3	1
Cn1c(=O)cc(OCC(=O)NC2CCCCC2)c2ccccc21	-9	8	5	5.3	15	-1	-2	-6	1
CSCCC(NC(=O)CCC(=O)OCC(=O)[C@@]1(O)CCC2[C@@H]3CCC4=CC(=O)C=C[C@]4(C)C3[C@@H](O)C[C@@]21C)C(=O)O (stereo not given in full)	6	-7	13	0.7	0	-2	-8	-2	0
O=[N+]([O-])c1ccc(S(=O)(=O)N2CCN(c3ccccn3)CC2)cc1	nt	-9	0	0.5	9	-8	nt	-3	0
CCN1/C(=N\N)c2cccc3cccc1c23	5	-4	2	2.8	7	8	0	0	4
CCCc1nn2c(=O)cc(COc3ccc(NC(=O)c4ccco4)cc3)nc2s1	-4	-4	-4	0.2	12	12	-5	0	1
Cc1nnc(N2C(=O)C(=O)/C(=C(\O)c3ccc4c(c3)CC(C)O4)C2c2ccccc2)s1 (stereo not given)	-6	-9	3	0.0	-8	-6	9	-2	0
Cc1nc(N2CCN(Cc3ccc(Cl)cc3)CC2)c2oc3ccccc3c2n1	-17	-18	12	0.2	-12	-8	-3	-2	-1
COc1ccc(C(=O)Nc2c(O)ccc3ccccc23)cc1OC	-34	3	11	0.5	1	-11	3	-1	2
O=C(Cc1ccccc1[N+](=O)[O-])N1CCN(S(=O)(=O)c2ccccc2)CC1	-13	6	2	0.4	9	-1	-12	-3	2
COc1cc(/C=C2/C(=O)ON=C2C)ccc1OCc1ccccc1F	4	-4	10	-0.4	-5	-27	-3	1	2
NC(=O)C1CCN(Cc2nc3c(Br)cc(Br)cc3c(=O)[nH]2)CC1	6	-12	8	0.4	-10	-3	-8	-5	2
C=CCn1c(SCCN2CCOCC2)nc2c1c(=O)[nH]c(=O)n2C	0	10	6	0.1	1	-4	-4	-4	1
CSc1nc2ccc(NS(=O)(=O)c3ccc([N+](=O)[O-])cc3)cc2s1	-21	-8	0	5.1	0	-1	-4	1	6

Some of the entries above in a different format:
Second line of a record: CHO parental Ca, CHO-K1 Ca antag, CHRM1 PAM, M1 ag parental, CHRM4 antagonist, M1 antag, OXTR potentiator, CHRM1 agonist, CHRM4 agonist
Cc1nc(N2CCN(Cc3ccc(Cl)cc3)CC2)c2oc3ccccc3c2n1
→ -17, -18, 12, 0.2, -12, -8, -3, -2, -1
COc1ccc(C(=O)Nc2c(O)ccc3ccccc23)cc1OC
→ -34, 3, 11, 0.5, 1, -11, 3, -1, 2

(listing goes on)
SMILES	CHO parental Ca	CHO-K1 Ca antag	CHRM1 PAM	M1 ag parental	CHRM4 antagonist	M1 antag	OXTR potentiator	CHRM1 agonist	CHRM4 agonist
Cc1ccc(NC(=O)COC(=O)Cn2cnc3ccccc32)cc1S(=O)(=O)N(C)C	-8	-10	5	0.3	-4	-9	-5	-9	1
Cc1ccc(-c2cc(C(F)F)n3ncc(C(=O)N4CCN5CCCC5C4)c3n2)cc1 (stereo not given)	-28	-11	-1	-0.6	-6	6	0	-6	-3
Cc1nc2ccc(C(=O)N3c4ccccc4CC3C)cc2s1 (stereo not given)	-5	7	5	0.1	1	-3	-6	2	1
Cn1c(Sc2ccc([N+](=O)[O-])cc2C(F)(F)F)nnc1-c1ccccc1	-22	-12	-1	2.0	-3	1	-12	-3	4
CC(=O)c1ccc(N2CCN(C(=O)Cc3ccccc3)CC2)c(F)c1	14	-5	-6	11	1	7	-22	-1	21
COc1ccccc1N1CCN(C(=O)COc2ccc(C)cc2Br)CC1	5	-6	8	3.6	-4	-3	-15	-2	4
COc1cc2c(cc1OC)-c1cc(NC3CCCC3)nc(=O)n1CC2	1	0	1	-0.1	2	-1	-1	-4	-2
CCOC(=O)C(=CNc1cc(C)ccn1)C(=O)OCC	-9	9	2	-1.0	3	-3	-4	-3	-2
CCc1nnc(NC(=O)CSc2nccn2-c2ccccc2)s1	-4	0	6	0.5	16	0	-5	-8	0
O=C(CSc1ccccn1)N1CCNC1=O	-3	-9	8	1.2	-12	-8	5	-1	1
C=CCNC(=O)C1CC(=O)N(c2ccc(Br)cc2)C1 (stereo not given)	1	-11	-2	0.3	1	-24	-7	-3	1
COc1cccc(CNC(=O)c2cccnc2Sc2ccc(Cl)cc2)c1	-23	9	-6	1.8	10	19	-7	-1	9
COc1cccc(NC(=O)CN(C)C(C)C(=O)N2CCCCC2)c1 (stereo not given)	-5	15	19	0.0	-13	-12	0	3	0
Cc1ccc(S(=O)(=O)CCc2nnc(N)s2)cc1C	38*	-3	-3	-0.3	1	8	-1	-3	2
c1ccc(C(c2nnnn2Cc2ccco2)N2CCN(C3CCCC3)CC2)cc1 (stereo not given)	-11	0	-6	-0.2	6	6	0	-6	0
CCOc1ccc(CCNC(=O)c2nnn(CC(=O)Nc3ccccc3C)c2N)cc1OCC	-11	-12	14	-0.5	9	-6	-11	-1	-2
CC1Cc2ccccc2N1S(=O)(=O)c1cccc(C(=O)NCC(c2ccco2)N2CCCC2)c1 (stereo not given)	nt	-7	-8	0.6	9	5	nt	-8	1
Cc1sc2ncnc(N3CCCC(C)C3)c2c1C (stereo not given)	-9	-10	-6	7.0	5	13	2	-4	12
Cc1cccc(OCC(=O)Nc2ccc(N3CCN(C(=O)c4ccccc4)CC3)cc2)c1C	-11	4	-12	9.8	3	27*	-13	1	15
CCC(CC)c1nnc(NC(=O)c2ccc(N3CCCC3=O)cc2)s1	-11	-25	7	0.5	-1	-10	-2	-2	3
CCOc1ccccc1C1C(C#N)=C(N)N(N(C)C)C2=C1C(=O)CCC2 (stereo not given)	-2	-1	17	0.0	-2	-14	-10	-2	0
O=C(N/N=C/C(Cl)=C/c1ccccc1)c1cnccn1	1	-8	4	1.1	-12	-20	-5	-3	3
COc1cc2ccccc2cc1C(=O)Nc1nnc(-c2ccncc2)o1	-6	-4	7	1.9	7	-13	-14	-3	3
CCOc1ccccc1CNC(=O)Cn1nc(C)c2c(C)n(-c3ccc(C)cc3)nc2c1=O	-19	-4	-14	9.0	-7	17	-7	-4	6
